uPA surface inh: inhibitors of cell surface uPA generation | Potency, µM (titrated, usually from 38.3 µM), without a hit: at the top dose activity change, negative = inhibition, usual class: inhibitors | cell surface uPA generation assay, qHTS | actives 0.31% (n = 330,000); active = well fitted inhibition curve with a large enough effect; inconclusive = small, poorly fitted or top-dose-only effect; inactive = no such curve, though single readings can be large or run the other way; tested in mouse RAW 264.7 cells; also: potency is read from the fitted curve at half-maximal effect; nearly all actives have a fitted effect of over 55% in size
KCNH2 WT inh: KCNH2 (human, wildtype) channel inhibition; U2OS, BacMam KCNH2, thallium flux FluxOr; hits give low values; activity change, % at 1.84 µM; actives 0.37% (n = 340,000); AID 720551;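 active = maximum activity change below -70%; inconclusive = maximum activity change between -70% and -50%; inactive = maximum activity change above -50%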
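U2OS cells were transduced with wild-type KCNH2 virus (2.03 x 10^8 / mL) for 4 h at room temperature, then cultured overnight at 37 C. Thallium flux was read with FluxOr dye. Rate constants were normalized to DMSO controls.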
PKM2 activator: increases activity of human pyruvate kinase M2; purified PKM2, Kinase-Glo ATP luminescence, activation; response scale: 0% is enzyme alone, no compound; actives 0.34% (n = 260,000); Potency, µM (titrated, usually from 57.5 µM), for inactives: at the highest dose activation, hits mostly activators; also: potency is read from the fitted curve at half-maximal effect; nearly all actives have a fitted effect of over 55% in size
Target sequence (P14618 whole entry, looked up): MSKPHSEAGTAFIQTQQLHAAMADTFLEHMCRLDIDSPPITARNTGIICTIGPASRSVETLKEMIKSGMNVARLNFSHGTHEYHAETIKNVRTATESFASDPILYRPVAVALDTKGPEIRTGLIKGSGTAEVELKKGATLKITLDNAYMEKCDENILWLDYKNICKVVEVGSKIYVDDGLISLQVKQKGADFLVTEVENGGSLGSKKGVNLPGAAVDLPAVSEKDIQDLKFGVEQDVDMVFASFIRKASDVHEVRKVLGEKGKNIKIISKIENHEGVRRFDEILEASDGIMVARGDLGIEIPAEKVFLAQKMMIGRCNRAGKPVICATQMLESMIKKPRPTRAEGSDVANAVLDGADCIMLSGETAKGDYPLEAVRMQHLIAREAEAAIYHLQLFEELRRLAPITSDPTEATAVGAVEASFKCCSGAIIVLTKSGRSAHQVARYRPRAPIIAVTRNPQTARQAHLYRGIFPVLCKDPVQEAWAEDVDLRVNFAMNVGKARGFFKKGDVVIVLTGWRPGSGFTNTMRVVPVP
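ATP formation by purified human PK-M2, quantified via coupled luciferase luminescence after 1 h at room temperature with 0.1 mM ADP and 0.5 mM PEP final.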
B2AR arrestin: beta2AR (human) beta-arrestin recruitment activity | beta-arrestin recruitment to beta2AR, cell-based reporter | actives 0.02% (n = 330,000) | P07550 | Potency, µM (doses to about 46.1 µM), inactives show at the highest dose activation, usual class: activators;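 also: potency is read from the fitted curve at half-maximal effect; 0% = DMSO controls and full agonism = EC100 isoproterenol or metaproterenol; nearly all actives have a fitted effect of over 65% in size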
Target sequence (P07550 whole entry, looked up): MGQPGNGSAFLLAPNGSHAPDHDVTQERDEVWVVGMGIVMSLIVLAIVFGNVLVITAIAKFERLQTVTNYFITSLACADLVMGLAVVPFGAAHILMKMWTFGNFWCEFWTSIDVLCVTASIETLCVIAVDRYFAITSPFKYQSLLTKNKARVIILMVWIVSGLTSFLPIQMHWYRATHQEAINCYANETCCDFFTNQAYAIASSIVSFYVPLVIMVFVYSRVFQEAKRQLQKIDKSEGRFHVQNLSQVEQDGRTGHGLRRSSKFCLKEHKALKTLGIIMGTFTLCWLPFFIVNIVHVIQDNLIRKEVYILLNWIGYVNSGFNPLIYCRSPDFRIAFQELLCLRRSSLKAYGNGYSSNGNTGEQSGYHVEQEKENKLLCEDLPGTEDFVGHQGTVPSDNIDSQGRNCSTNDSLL
GALK inhibitor: galactokinase (human) inhibition; actives 0.007% (n = 270,000); Potency, µM (series often up to 57.5 µM), inactives show at the top dose activity change, negative = inhibition, actives largely listed as inhibitors; Purified GALK, Kinase-Glo residual ATP luminescence; also: potency is read from the fitted curve at half-maximal effect
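ATP-depletion format; final 35 uM ATP, 100 uM D-galactose, 5 nM enzyme; pH 8.0 HEPES/Mg2+ buffer; 60 min RT; luminescence read 10 min after detection reagent.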
Giardia kill: kills Giardia lamblia; Giardia lamblia trophozoite viability; activity change, % at 7.66 µM, hits read low; actives 0.15% (n = 340,000); in the data active = activity change below about -80%; inconclusive = between about -30% and that limit;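 also: parasites exposed to compound for two days anaerobically before the ATP read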
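Giardia trophozoites, 100 cells per well, were exposed to compounds for 48 hrs at 37 deg C under anaerobic conditions; viability was then read as ATP content by bioluminescence after 15-30 min at room temperature.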
Coupling enz: counter-screen for Giardia aldolase inhibitors: coupling enzyme system; activity change, negative = inhibition, % at 58.2 µM, hits read low; coupling enzyme system counterscreen, AmpLite Red fluorescence; actives 0.67% (n = 290,000); in the data active = activity change below about -30%
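Coupling enzymes only (glyceraldehyde-3-phosphate) + compound, at 57.5 uM final, 10 min RT; add substrate/coupling/AmpLite Red mix, 20 min RT; fluorescence ex 525/em 598 nm. Actives flag coupling-system interference.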
KCNH2 3.1 block: inhibitors of human KCNH2 3.1 potassium channel isoform; AID 720553; U2OS KCNH2 3.1, thallium flux FluxOr; hits give low values; activity change, % (tested at about 1.8 µM); actives 0.95% (n = 340,000);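 active = maximum activity change below -70%; inconclusive = maximum activity change from -70% to -50%; inactive = maximum activity change above -50%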;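 also: thallium influx rate constant from kinetic fluorescence after stimulation buffer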
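FluxOr-based Tl+ influx in U2OS cells transduced with KCNH2 3.1 virus; rate constants normalized to DMSO controls.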
Eya2 phos inh: blocks the phosphatase activity of human Eya2 | O00167 | recombinant Eya2, OMFP fluorescence dephosphorylation (OMFP is methylfluorescein phosphate) | Potency, µM (doses to about 76.9 µM), inactives show at the top dose activity, negative = inhibition, actives largely listed as inhibitors | actives 0.006% (n = 330,000) | AID 488837; also: potency is read from the fitted curve at half-maximal effect
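Eya2 protein (added as 0.2 uM solution) was preincubated with compound for 10 min at ambient temperature in 50 mM HEPES pH 7.5, 50 mM NaCl, 5 uM MgCl2, 0.05% BSA, 1 mM DTT. OMFP (added at 50 uM) then reacted 10 min; fluorescence read at 485/525 nm.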
Chronic BCR inh: inhibitors of chronic active B-cell receptor signaling | ABC-DLBCL IkBa-CBG/CBR reporter, luminescence ratio, 4 h | Potency, µM (series often up to 46.1 µM), inactives show at the top dose ratio change, negative = lower green/red ratio, hits mostly inhibitors | actives 0.05% (n = 340,000); active = well fitted inhibition curve with a large enough effect in the signal ratio, with a control signal flat, not every such curve was filed as active; inconclusive = small, poorly fitted or top-dose-only effect, or effect the other way, or a change in a side signal; the % refers to the signal ratio;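 also: potency is read from the fitted curve at half-maximal effect; plate controls were basal doxycycline-induced cells for no effect and cells given 10 µM MG132 for full effect; MG132 reads +100%, hits lower the ratio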
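Compounds up to 46 uM were incubated four hours with TMD8 cells whose green CBG68 luciferase is fused to IkappaBalpha; red CBR luminescence normalised the signal, and concentration-effect curves were fitted to fusion, red and ratio data.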
USP2a inh: USP2a (human) protease inhibition | USP2 core, Ub-CHOP2 coupled fluorogenic reporter, 485/531 | Potency, µM (series often up to 38.3 µM), inactives show at the highest dose activity change, negative = inhibition, actives largely listed as inhibitors | actives 0.01% (n = 330,000) | AID 463254;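 also: potency is read from the fitted curve at half-maximal effect; plate controls were DMSO wells for no effect and full inhibition by NEM control for full effect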
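Cell-free coupled assay: 10nM USP2 core preincubated 30min RT with compound in Tris-HCl pH 8.0/CaCl2/CHAPS buffer, then 25nM Ub-CHOP2 and 25nM reporter substrate; fluorescence (Ex 485/Em 531) read after 60min RT, normalized to NEM inhibition, concentration-response curves fitted.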
* = called active by the depositor; ? = inconclusive; . = not tested or not shown; [ ] = remark or other dose. Unless noted, calls follow the shape of the dose curve; as a rule, active = well fitted curve in the direction sought with a large enough effect; inconclusive = small, poorly fitted or top-dose-only effect, or another doubt; inactive = no such curve, though single readings can be large; an effect the other way counts as inactive or inconclusive. Unless noted, % is scaled to controls: 0 for no effect and ±100 for the full control effect. Random draw from the library (roughly 2.4% active in at least one column).

Preview:
canonical_smiles,Chronic BCR inh,KCNH2 3.1 block,GALK inhibitor,B2AR arrestin,uPA surface inh,Coupling enz,Eya2 phos inh,KCNH2 WT inh,Giardia kill,PKM2 activator,USP2a inh
NC(=O)c1ccccc1NC(=S)NC(=O)c1ccc(Br)o1,?,0,0%,2.4%,1%,-1,-5%,7,-27,-1%,-5%
Cc1ccc(C(=O)N/N=C\c2ccc(-c3ccc(Cl)cc3)o2)cn1,6%,6,-4%,-0.2%,?,1,16%,-4,1,2%,2%
CCOC(=O)C1=CN(Cc2cccc(F)c2)S(=O)(=O)N(CC)C1c1ccc(C(F)(F)F)cc1 (stereo not given),5%,-31,.,-0.6%,6%,.,-3%,11,-8,.,-2%
COc1cc(OC)nc(NC(=S)NC(=O)c2ccccc2)n1,?,21,.,-0.7%,6%,2,-11%,-1,-2,-1%,2%
CCN(Cc1ccccc1)C1CCN(Cc2ccccc2)CC1,5%,3,-4%,0.2%,7%,1,-2%,14,-15,-5%,0%
Cc1c(NC(=O)OCCSc2nc(N(C)C)nc(N(C)C)n2)sc(=S)n1C,.,-5,1%,.,4%,-3,.,7,-7,-2%,.
COC(=O)C1CCN(C(=O)CSc2nnc(-c3ccncc3)o2)CC1,1%,-8,1%,0.0%,4%,0,0%,-2,-13,-6%,2%
CCOc1cccc(OCCOCCN2CCCC2)c1,?,-6,-1%,-0.2%,1%,-1,2%,11,-2,-5%,0%
CCOC(=O)c1c(NC(=O)c2ccoc2C)sc(C)c1C,?,0,-2%,-0.3%,1%,1,20%,-15,-12,0%,2%
CCCC(C)NC(=O)CN1C(=O)c2cccc3cccc1c23 (stereo not given),0%,7,-7%,0.2%,4%,0,-17%,5,-3,-1%,-1%
CC(C)c1ccccc1NC(=O)CNCCOc1ccccc1F,1%,2,3%,0.1%,-4%,2,?,-8,30,.,-1%

This part in full, from the start:
canonical_smiles,Chronic BCR inh,KCNH2 3.1 block,GALK inhibitor,B2AR arrestin,uPA surface inh,Coupling enz,Eya2 phos inh,KCNH2 WT inh,Giardia kill,PKM2 activator,USP2a inh
NC(=O)c1ccccc1NC(=S)NC(=O)c1ccc(Br)o1,?,0,0%,2.4%,1%,-1,-5%,7,-27,-1%,-5%
Cc1ccc(C(=O)N/N=C\c2ccc(-c3ccc(Cl)cc3)o2)cn1,6%,6,-4%,-0.2%,?,1,16%,-4,1,2%,2%
CCOC(=O)C1=CN(Cc2cccc(F)c2)S(=O)(=O)N(CC)C1c1ccc(C(F)(F)F)cc1 (stereo not given),5%,-31,.,-0.6%,6%,.,-3%,11,-8,.,-2%
COc1cc(OC)nc(NC(=S)NC(=O)c2ccccc2)n1,?,21,.,-0.7%,6%,2,-11%,-1,-2,-1%,2%
CCN(Cc1ccccc1)C1CCN(Cc2ccccc2)CC1,5%,3,-4%,0.2%,7%,1,-2%,14,-15,-5%,0%
Cc1c(NC(=O)OCCSc2nc(N(C)C)nc(N(C)C)n2)sc(=S)n1C,.,-5,1%,.,4%,-3,.,7,-7,-2%,.
COC(=O)C1CCN(C(=O)CSc2nnc(-c3ccncc3)o2)CC1,1%,-8,1%,0.0%,4%,0,0%,-2,-13,-6%,2%
CCOc1cccc(OCCOCCN2CCCC2)c1,?,-6,-1%,-0.2%,1%,-1,2%,11,-2,-5%,0%
CCOC(=O)c1c(NC(=O)c2ccoc2C)sc(C)c1C,?,0,-2%,-0.3%,1%,1,20%,-15,-12,0%,2%
CCCC(C)NC(=O)CN1C(=O)c2cccc3cccc1c23 (stereo not given),0%,7,-7%,0.2%,4%,0,-17%,5,-3,-1%,-1%
CC(C)c1ccccc1NC(=O)CNCCOc1ccccc1F,1%,2,3%,0.1%,-4%,2,?,-8,30,.,-1%
CC1CCCN(C(=O)COC(=O)Cc2c[nH]c3ccccc23)C1 (stereo not given),1%,0,.,-2.6%,-23%,.,11%,1,-5,.,3%
COCCN(CCOC)S(=O)(=O)c1ccc(C(=O)Nc2nc(-c3ccncc3)cs2)cc1,-3%,9,2%,0.1%,-11%,8,-1%,3,-4,-2%,-2%
O=S(=O)(NC1=NCCC1)c1cccc(NC(=S)Nc2ccc(OC(F)F)cc2)c1,1%,-5,.,3.0%,2%,.,-21%,4,-11,.,-1%
CSc1nnc(-c2ccco2)n1-c1ccccc1,?,14,2%,0.3%,-7%,3,14%[15.4 µM],-3,-27,?,-1%

Compound profiles, from the list above.
Entry for Cc1ccc(C(=O)N/N=C\c2ccc(-c3ccc(Cl)cc3)o2)cn1 → Chronic BCR inh = 6%; KCNH2 3.1 block = 6; GALK inhibitor = -4%; B2AR arrestin = -0.2%; uPA surface inh = ?; Coupling enz = 1; Eya2 phos inh = 16%; KCNH2 WT inh = -4; Giardia kill = 1; PKM2 activator = 2%; USP2a inh = 2%
Entry for O=S(=O)(NC1=NCCC1)c1cccc(NC(=S)Nc2ccc(OC(F)F)cc2)c1 → Chronic BCR inh = 1%; KCNH2 3.1 block = -5; GALK inhibitor = .; B2AR arrestin = 3.0%; uPA surface inh = 2%; Coupling enz = .; Eya2 phos inh = -21%; KCNH2 WT inh = 4; Giardia kill = -11; PKM2 activator = .; USP2a inh = -1%

(list continues)
canonical_smiles,Chronic BCR inh,KCNH2 3.1 block,GALK inhibitor,B2AR arrestin,uPA surface inh,Coupling enz,Eya2 phos inh,KCNH2 WT inh,Giardia kill,PKM2 activator,USP2a inh
COc1ccc(C(=O)Nc2ccc(C(=O)OCC(=O)c3ccccc3)cc2)cc1,-10%,31,-3%,0.2%,-5%,0,7%,14,-7,-2%,5%
O=C(COC(=O)c1cccnc1Cl)NC(=O)c1ccc(OC(F)F)cc1,?,-9,.,-0.3%,2%,.,10%,18,-2,.,7%
CC(C)N1CCN(Cc2coc3ccccc3c2=O)CC1CCO (stereo not given),-1%,38,-1%,-0.1%,6%,2,-10%,-6,13,-2%,3%
Cc1cccc(NC(=O)c2ccc([N+](=O)[O-])o2)c1C,17%,-4,6%,-0.1%,-12%,-1,0%,-14,-97*,13%,1%
CCN(CC)CCn1c(N)cc(=O)[nH]c1=O,9%,3,11%,-0.2%,6%,2,-22%,0,-11,6%,0%
Nc1cc(C(=O)OCC(=O)NC(c2ccccc2)c2ccccc2)ccc1Cl,7%,0,0%,-0.7%,4%,0,2%,1,2,-6%,-2%
Cc1ccc(N2CC(C(=O)NC3CC3)CC2=O)cc1 (stereo not given),2%,3,-4%,-0.1%,-1%,2,-4%,-3,-14,2%,1%
Cc1cc(C(=O)N2CCN(c3ncccn3)CC2)nn1C,12%,3,1%,-0.4%,0%,2,9%,3,21,-7%,0%
S=c1[nH]c2ccccc2n1CCOc1ccccc1,-1%,2,3%,5.9%,-5%,0,-1%,-6,14,-13%,-4%
CCCC(CCC(=O)Nc1cc([N+](=O)[O-])ccc1O)C(=O)O (stereo not given),2%,5,-2%,-0.6%,3%,5,7%,9,6,5%,-2%
Cc1ccc(CSCC(=O)N/N=C/c2ccc(OCC(=O)Nc3ccc(C)cc3)cc2)cc1,9%,-17,0%,-1.7%,0%,8,3%,-9,-11,-3%,-1%
Cn1nc(C(=O)NNC(=O)CCc2ccccc2Cl)c2ccccc2c1=O,-5%,3,.,-1.6%,3%,.,37%,1,-8,.,1%
COc1cc(CNc2ccccc2Oc2cc(=O)n(C)c(=O)n2C)cc(OC)c1OC,-2%,1,-4%,6.4%,-7%,.,-1%,2,3,-1%,1%
CCCNS(=O)(=O)c1ccc2c(c1)CCCN2C(C)=O,9%,6,0%,-0.9%,-2%,2,21%,11,7,-5%,1%
O=C(/C=C/c1ccco1)Nc1ccccc1N1CCCC1,2%,3,2%,0.2%,-11%,-2,-3%,-7,22,-4%,-1%
CC(C)Sc1nc2c(c(=O)n(C)c(=O)n2C)n1Cc1ccc(Cl)cc1,0%,0,1%,-0.4%,-14%,2,-7%,9,-8,23%,2%
O=S(=O)(Nc1nc2ccccc2nc1Cl)c1ccc2ccccc2c1,?,1,0%,-0.1%,1%,7,3%,1,-3,1%,2%
Cc1ccc(C(=O)N/C(=C\c2ccco2)C(=O)N2CCOCC2)cc1C,?,42,-1%,-0.5%,0%,.,-12%,-21,-9,1%,-3%

Source: PubChem BioAssay (National Center for Advancing Translational Sciences (NCATS))
